Source: PubChem BioAssay (National Center for Advancing Translational Sciences (NCATS))
PKM2 act: increases activity of human pyruvate kinase M2; purified PKM2, Kinase-Glo ATP luminescence, activation; response scale: 0% is enzyme alone, no compound; Potency, µM (doses to about 57.5 µM), for the others: at the highest dose activation, most hits filed as activators; 260,000 tested, 0.34% active; further: potency means the concentration at half of the fitted maximal effect; nearly all actives have a fitted effect of over 55% in size
Target sequence (P14618 whole entry, looked up): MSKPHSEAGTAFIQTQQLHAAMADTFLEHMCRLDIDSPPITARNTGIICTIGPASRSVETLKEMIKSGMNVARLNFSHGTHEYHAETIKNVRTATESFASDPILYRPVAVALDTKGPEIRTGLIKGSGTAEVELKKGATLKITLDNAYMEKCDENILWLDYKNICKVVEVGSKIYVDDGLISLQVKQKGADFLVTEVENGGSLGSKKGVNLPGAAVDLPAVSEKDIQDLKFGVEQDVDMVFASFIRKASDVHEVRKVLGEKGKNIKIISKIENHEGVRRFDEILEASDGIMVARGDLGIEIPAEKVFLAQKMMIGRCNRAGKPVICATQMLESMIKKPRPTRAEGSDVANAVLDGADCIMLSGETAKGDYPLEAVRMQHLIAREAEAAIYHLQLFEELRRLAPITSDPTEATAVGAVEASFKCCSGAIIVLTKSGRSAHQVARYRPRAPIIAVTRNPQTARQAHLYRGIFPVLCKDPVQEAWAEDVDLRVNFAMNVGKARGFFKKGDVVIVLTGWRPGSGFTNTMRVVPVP
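Kinase-Glo luminescence reports ATP generated from ADP (0.1 mM) and PEP (0.5 mM) by purified hPK-M2 after 1 h at room temperature, pH 7.2 imidazole buffer; intermediate enzyme activity allows detecting inhibitors and activators.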
FBPA coupling cs: inhibits coupling enzyme system, counter-screen for aldolase hits; coupling enzyme system counterscreen, AmpLite Red fluorescence; activity change, negative = inhibition, % at 58.2 µM, hits read low; 290,000 tested, 0.67% active; AID 2472; in the data active means activity change below about -30%
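Compounds tested against the coupling enzymes alone at 57.5 uM final; readout was AmpLite Red fluorescence (525/598 nm) after 20 min at RT.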
Eya2 inh: blocks the phosphatase activity of human Eya2. recombinant Eya2, OMFP fluorescence dephosphorylation (OMFP is methylfluorescein phosphate). Potency, µM (doses to about 76.9 µM), for inactives: at the top dose activity, negative = inhibition, most hits filed as inhibitors. 330,000 tested, 0.006% active. AID 488837; further: potency means the concentration at half of the fitted maximal effect
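Eya2 (0.2 uM) preincubated 10 min at ambient with compound, then OMFP substrate added at 50 uM; 10 min reaction in 50 mM HEPES pH 7.5, 50 mM NaCl, 5 uM MgCl2, 0.05% BSA, 1 mM DTT. Fluorescence read at Ex 485/Em 525 nm.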
Chronic BCR inh: blocks chronic active B-cell receptor signaling; ABC-DLBCL IkBa-CBG/CBR reporter, luminescence ratio, 4 h; 340,000 tested, 0.05% active; Potency, µM (doses to about 46.1 µM), without a hit: top-dose ratio change, negative = lower green/red ratio, actives largely listed as inhibitors; active means well fitted inhibition curve with a large enough effect in the signal ratio, with a control signal flat, not every such curve was filed as active; inconclusive means small, poorly fitted or top-dose-only effect, or effect the other way, or a change in a side signal; the % refers to the signal ratio;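 further: potency means the concentration at half of the fitted maximal effect; plate controls were basal doxycycline-induced cells for no effect and cells given 10 µM MG132 for full effect; MG132 reads +100%, hits lower the ratio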
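Doxycycline induced both beetle luciferases in TMD8 lymphoma cells; IKK-driven degradation limits the IkappaBalpha-fused green signal, while red luminescence normalises for cell number and nonspecific effects. Compounds tested up to 46 uM, 4 hrs.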
An asterisk follows results filed as active; u = inconclusive; x = no result given; & = joins results of further samples. Unless noted, the call rests on the fitted dose curve; in most records, active means well fitted curve in the direction sought with a large enough effect; inconclusive means small, poorly fitted or top-dose-only effect, or another doubt; inactive means no such curve, though single readings can be large; an effect the other way counts as inactive or inconclusive. Unless noted, on the % scale 0 is the no-effect control and ±100 the full control effect.

SMILES	PKM2 act	FBPA coupling cs	Eya2 inh	Chronic BCR inh
COC(=O)C1(O)CC2OC1(C)n1c3ccccc3c3c4c(c5c6ccccc6n2c5c31)C(=O)NC4 (stereo not drawn)	x	-1	x	x
COc1ccc2c(c1O)-c1c(OC)c(OC)cc3c1[C@@H](C2)N(C)CC3	x	11	x	x
COC(=O)N1CCN(C(=O)Cc2ccc(Cl)c(Cl)c2)[C@H](CN2CCCC2)C1	x	1	x	x
CC1=C2[C@@H]3OC(=O)[C@@H](C)[C@@H]3CC[C@]2(C)C=CC1=O	x	1	x	x
CC(C)NC(=O)N1CC[C@@]2(CCCNC2)C1	x	2	x	x
O=C(Nc1cccc(F)c1)N1CC2(CCNCC2)C1	x	-1	x	x
CC(C)N1C(=O)c2ccccc2NS1(=O)=O	x	2	x	x
O=c1cccc2n1CC1CC2CN(CCO)C1 (stereo not drawn)	x	1	x	x
CC(C)(Cc1c[nH]c2ccc(Cl)cc12)NCCOc1ccccc1OCC1CC1	x	3	x	x
CC/C=C\C/C=C\C/C=C\C/C=C\C/C=C\CCCC(=O)NCC(=O)O	x	4	x	x
CN1C(=O)CCS(=O)(=O)[C@@H]1c1ccc(Cl)cc1	x	0	x	x
COc1cc2c(cc1OC)[C@@]13CCN4CC5=CCOC6CC(=O)N2C1[C@H]6[C@@H]5C[C@@H]43 (stereo partly drawn)	x	0	x	x
CN1CCCC2(CCN(C(=O)c3csnn3)CC2)C1	x	3	x	x
CSCC[C@H](NC(=O)[C@H](CC(C)C)NC(=O)[C@@H](Cc1cnc[nH]1)NC(=O)[C@H](Cc1ccccc1)NC(=O)[C@@H](Cc1ccccc1)NC(=O)[C@@H](N)Cc1ccc(O)cc1)C(N)=O	x	-1	x	x
NC(=NCc1ccc(Cl)cc1)SCCCc1cnc[nH]1	x	-2	x	x
CC(=O)O[C@H]1CC[C@@]2(C)C(=CC[C@@H]3[C@H]2CC[C@]2(C)C(=O)CC[C@H]32)C1	x	3	x	x
COc1ccc(C(=O)c2c(C)n(CCN3CCOCC3)c3cc(I)ccc23)cc1	x	0	x	x
CCOC(=O)CN1C(=O)CC(C[C@@H](O)C2C[C@@H](C)C[C@H](C)C2=O)CC1=O (stereo partly drawn)	x	1	x	x
CCC1/C=C/C=CCC(C)C(O)[C@@](C)(O)C(=O)C(C)C(O)C(C)C(=O)C(C)C(O)C(C)C=CC(=O)O[C@H]2C(C)C(CC1)O[C@]1(CCC(C)C(CC(C)O)O1)C2C (stereo partly drawn)	x	-8	x	x
C(=C/c1ccccc1)/CN1CCN(CCOC(c2ccccc2)c2ccccc2)CC1	x	5	x	x
c1ccc2c(c1)sc1ccccc12	x	0	x	x
CC(=O)OC1C2CCC3C1(CC(O)[C@@]1(O)[C@@H](CC(O)C1(C)C)[C@]3(C)O)C[C@@]2(C)O (stereo partly drawn)	x	1	x	x
CC1(C)N([O-])[N+](=O)C1(C)Br (stereo not drawn)	x	-1	x	x
ClC1=C(Cl)C(Cl)(C2(Cl)C(Cl)=C(Cl)C(Cl)=C2Cl)C(Cl)=C1Cl	x	-14	x	x
Ic1cncc(OC[C@@H]2CCN2)c1	x	0	x	x
O=C(O)C(Cl)Cl	x	-1	x	x
O=C(O)CNCP(=O)(O)O	x	5	x	x
COc1ccc(-n2nc(C(F)(F)F)cc2-c2ccc(Cl)cc2)cc1	x	-4	x	x
CCCCCOc1c(OC)ccc2cc(C(=O)NCc3ccc4c(c3)OCO4)c(=O)[nH]c12	x	-3	x	x
O=C(Nc1cccc(C(=O)Nc2cc(C(=O)Nc3ccc([S+](=O)([O-])[O-])c4cc([S+](=O)([O-])[O-])cc(SOOO)c34)ccc2F)c1)Nc1cccc(C(=O)Nc2cc(C(=O)Nc3ccc([S+](=O)([O-])[O-])c4cc([S+](=O)([O-])[O-])cc([S+](=O)([O-])[O-])c34)ccc2F)c1	x	15	x	x
O=C1c2ccccc2C(=O)c2ccccc21	x	1	x	x
CCCCCCCCCCCCCCCCOC[C@H](COP(=O)([O-])OCC[N+](C)(C)C)OC(C)=O	x	1	x	x
CC(=O)CC(c1ccccc1)c1c(O)c2cc(O)ccc2oc1=O (stereo not drawn)	x	5	x	x
CN1Cc2c(ccc3c2OCO3)C2C(O)Cc3cc4c(cc3C21)OCO4 (stereo not drawn)	x	-1&7	x	x
COc1ccc(CC2NC[C@H](O)[C@H]2OC(C)=O)cc1 (stereo partly drawn)	x	3	x	x
CNc1ccc(C(=O)CC(O)CCC(C)C2OC(=O)CC(O)CC(=O)CC(O)CC(O)CC(O)CC(O)CC3(O)CC(O)C(C(=O)OC)C(CC(O[C@@H]4OC(C)C(O)C(N)C4O)/C=C/C=C/C=C/C=C/C=C/C=C/C=C/C2C)O3)cc1 (stereo partly drawn)	x	-2	x	x

Molecules shown so far that contain a COOH group, in the order listed:
SMILES	PKM2 act	FBPA coupling cs	Eya2 inh	Chronic BCR inh
CC/C=C\C/C=C\C/C=C\C/C=C\C/C=C\CCCC(=O)NCC(=O)O	x	4	x	x
O=C(O)C(Cl)Cl	x	-1	x	x
O=C(O)CNCP(=O)(O)O	x	5	x	x

(cont.)
SMILES	PKM2 act	FBPA coupling cs	Eya2 inh	Chronic BCR inh
Cc1nc(N)sc1CCN	x	-1	x	x
N[C@H](Cc1o[nH]c(=O)c1Cl)C(=O)O	x	1	x	x
C/C=C1/CN2CC[C@]34C(=C(C=O)[C@@H]1C[C@H]23)Nc1c(O)cccc14	x	-1	x	x
CNCC/C=C\c1cccnc1	x	-2	x	x
O=c1oc2ccccc2c(O)c1C(c1ccccc1O)c1c(O)c2ccccc2oc1=O	x	1	x	x
CCC1(c2ccccc2)C(=O)NC(=O)N(C)C1=O (stereo not drawn)	x	1	x	x
C=CCc1ccc2c(c1)OCO2	x	-3	x	x
Cc1ccc(C[N+](C)(C)C)o1	x	-3&1	x	x
C/C=C1/C[C@@H](C)[C@](O)(CO)C(=O)OCC2=CCN3CC[C@@H](OC1=O)C23 (stereo partly drawn)	x	2&-2	x	x
COC(=O)[C@@H]1C[C@@]2(O)[C@@H](O)[C@@H](O)[C@@H](O)C[C@H]2N1Cc1cccnc1	1%	0	x	x
O=C1Nc2ccccc2C2(CCN(CCc3ccc(C(F)(F)F)cc3)CC2)O1	-2%	3&4	x	x
O=C(O)[C@@H]1CCN1	x	x	-2%	x
CC(Cc1ccc(OCC(=O)O)cc1)NCC(O)c1cccc(Cl)c1 (stereo not drawn)	x	x	0%	x
NC(=O)CI	x	x	-1%	x
C=CCN1CC[C@]23CCCCC2[C@H]1Cc1ccc(O)cc13 (stereo partly drawn)	x	x	3%	x
C[C@]12Cc3cn4c(nc3C=C1CCC1C2CC[C@@]2(C)[C@H]1CC[C@@]2(O)C#N)nc1ccccc14 (stereo partly drawn)	x	x	3%	x
CCCN(CCC)CCc1ccc(O)c(O)c1	x	x	0%	x
CC12CCC3C(CCC4=C(O)C(=O)CCC43C)C1CCC2=O (stereo not drawn)	x	x	-8%	x
NC(CCP(=O)(O)O)C(=O)O (stereo not drawn)	x	x	-5%	x
Clc1ccc(N2CC3CCC(C2)N3)nn1	x	x	-6%	x
COc1ccc2c(c1)[C@@]13CCCC[C@H]1[C@@H](C2)NCC3	x	x	4%	x
O=[N+]([O-])c1ccc(O[C@@H]2O[C@H](CO)[C@@H](O)[C@H](O)[C@H]2F)c([N+](=O)[O-])c1	x	x	-2%	x
NC(CP(=O)(O)O)C(=O)O (stereo not drawn)	x	x	-2%	x
NC(Cc1ccc(N(CCCl)CCCl)cc1)C(=O)O (stereo not drawn)	x	-1	1%	x
C/C=C(/C)C(=O)O[C@H]1C(C)=C2[C@H]([C@@H]1OC(=O)CCCCCCC)[C@@](C)(OC(C)=O)C[C@H](OC(=O)CCC)[C@@]1(O)[C@H]2OC(=O)[C@@]1(C)O	x	-18	-29%	x
O=C(N[C@H]1CN2CCC1CC2)c1ccc(Cl)cc1	4%	3&0	3%	x
Cc1ccc(-n2c(/C=C/c3cccc4ccccc34)nc3ccccc3c2=O)cc1	x	x	x	-1%
Cc1cccc(Cn2cccc(C(=O)Nc3cc(C)on3)c2=O)c1	x	x	x	u
CCc1ccc(C2=CC(c3c(F)cccc3Cl)n3c(nc4ccccc43)N2)cc1 (stereo not drawn)	x	x	x	u
CCCC1=Nc2cc(C(=O)NC3CCCCC3)ccc2Sc2ccc(C)cc21	x	x	x	u
Cc1cc(-n2c(/C=C/c3cccs3)nc3ccccc3c2=O)ccc1Br	x	x	x	u
O=C(Nc1ccc2c(c1)OCCO2)c1cccn(Cc2cccc(F)c2)c1=O	x	x	x	u
O=c1c2ccccc2nc(/C=C\c2ccccc2F)n1-c1ccc(O)cc1	x	x	x	-23%
Cc1cccc(-n2c(/C=C\c3cccc(Br)c3)nc3ccccc3c2=O)c1	x	x	x	-1%
Cc1ccc(-n2c(/C=C/c3cccc(C(F)(F)F)c3)nc3ccccc3c2=O)cc1	x	x	x	0%
Cc1ccc(Cn2cccc(C(=O)Nc3ccc4c(c3)OCO4)c2=O)cc1	x	x	x	-7%
O=C(c1ccc2c(c1)N(Cc1ccc(F)cc1Cl)C(=O)c1ccccc1S2)N1CCC2(CC1)OCCO2	x	x	x	u

In the list so far, 12 contain a carbonyl joined to an NH by a bond outside any ring.
SMILES	PKM2 act	FBPA coupling cs	Eya2 inh	Chronic BCR inh
CC(C)NC(=O)N1CC[C@@]2(CCCNC2)C1	x	2	x	x
O=C(Nc1cccc(F)c1)N1CC2(CCNCC2)C1	x	-1	x	x
CC/C=C\C/C=C\C/C=C\C/C=C\C/C=C\CCCC(=O)NCC(=O)O	x	4	x	x
CSCC[C@H](NC(=O)[C@H](CC(C)C)NC(=O)[C@@H](Cc1cnc[nH]1)NC(=O)[C@H](Cc1ccccc1)NC(=O)[C@@H](Cc1ccccc1)NC(=O)[C@@H](N)Cc1ccc(O)cc1)C(N)=O	x	-1	x	x
CCCCCOc1c(OC)ccc2cc(C(=O)NCc3ccc4c(c3)OCO4)c(=O)[nH]c12	x	-3	x	x
O=C(Nc1cccc(C(=O)Nc2cc(C(=O)Nc3ccc([S+](=O)([O-])[O-])c4cc([S+](=O)([O-])[O-])cc(SOOO)c34)ccc2F)c1)Nc1cccc(C(=O)Nc2cc(C(=O)Nc3ccc([S+](=O)([O-])[O-])c4cc([S+](=O)([O-])[O-])cc([S+](=O)([O-])[O-])c34)ccc2F)c1	x	15	x	x
NC(=O)CI	x	x	-1%	x
O=C(N[C@H]1CN2CCC1CC2)c1ccc(Cl)cc1	4%	3&0	3%	x
Cc1cccc(Cn2cccc(C(=O)Nc3cc(C)on3)c2=O)c1	x	x	x	u
CCCC1=Nc2cc(C(=O)NC3CCCCC3)ccc2Sc2ccc(C)cc21	x	x	x	u
O=C(Nc1ccc2c(c1)OCCO2)c1cccn(Cc2cccc(F)c2)c1=O	x	x	x	u
Cc1ccc(Cn2cccc(C(=O)Nc3ccc4c(c3)OCO4)c2=O)cc1	x	x	x	-7%

Only part of the results is shown; rates above refer to the full screens.
